Runt-CBFb_FRET – blocks binding of human RUNX1 Runt domain to CBFb; inhibition, % at 20 µM; Cerulean-Runt/Venus-CBFb FRET ratio 530/480, 1 h; Q01196+Q13951; AID 1496; actives 0.46% (n = 220,000);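 active means inhibition over about 50% at 20 µM in the single-dose screen, limit read from the data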;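 further: 0% = DMSO wells and 100% = excess unlabeled CBFb competitor control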
Target sequence (Q01196 whole entry, looked up, the tested form may be a part): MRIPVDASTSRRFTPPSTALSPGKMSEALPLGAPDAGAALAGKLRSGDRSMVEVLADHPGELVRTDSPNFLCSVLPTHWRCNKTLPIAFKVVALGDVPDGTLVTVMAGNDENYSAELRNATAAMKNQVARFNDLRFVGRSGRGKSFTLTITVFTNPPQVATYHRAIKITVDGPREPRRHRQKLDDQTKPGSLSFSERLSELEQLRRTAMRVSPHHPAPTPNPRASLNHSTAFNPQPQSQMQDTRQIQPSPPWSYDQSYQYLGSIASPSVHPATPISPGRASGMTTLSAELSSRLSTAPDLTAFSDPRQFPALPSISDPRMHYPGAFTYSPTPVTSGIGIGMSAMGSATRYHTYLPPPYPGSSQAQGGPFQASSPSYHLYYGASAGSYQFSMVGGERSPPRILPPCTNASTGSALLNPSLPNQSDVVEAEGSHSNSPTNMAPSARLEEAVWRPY
Target sequence (Q13951 whole entry, looked up, the tested form may be a part): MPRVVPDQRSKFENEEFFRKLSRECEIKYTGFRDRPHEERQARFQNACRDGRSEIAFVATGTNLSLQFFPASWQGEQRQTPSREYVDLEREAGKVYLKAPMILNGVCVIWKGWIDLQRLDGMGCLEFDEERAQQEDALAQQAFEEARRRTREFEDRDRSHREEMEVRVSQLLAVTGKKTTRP
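Assay system: Cerulean-Runt domain / Medium: Tris 50 mM pH 7.5, KCl, K2SO4, 0.01% BSA / Timing: protein complex preformed 1 h, compound exposure 1 h, room temperature, dark / Measured by: FRET, excitation 422 nm, emission at 530 and 480 nm / Evaluation: loss of energy transfer signal / Control set: 5 µM unlabeled CBFb as full-inhibition high control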
Runt-SMMHC_FRET – Runt domain-CBFb-SMMHC interaction inhibition. Q01196+Q13951. Cerulean-Runt/Venus-CBFb-SMMHC FRET ratio 530/480, 1 h. inhibition, % at 20 µM. actives 0.74% (n = 220,000);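 active means mean inhibition across duplicate retests at 20 µM reaching about 50%, limit read from the data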;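 further: 0% = DMSO wells and 100% = wells with excess untagged CBFb-SMMHC; inhibitors lower the FRET ratio by blocking Runt binding to CBFb-SMMHC; some results filed as inactive read as strong as hits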
* = called active by the depositor. The list is partial; rates above refer to the full screens.

SMILES Runt-CBFb_FRET Runt-SMMHC_FRET
CCC(=Nc1ccc2c(c1)CCC2)c1c(O)n(C)c(=O)n(C)c1=O -1.1 2.1
Cc1cc(OCC(=O)Nc2c(C)n(C)n(-c3ccccc3)c2=O)c2c3c(c(=O)oc2c1)CCC3 1.3 3.9

Screens from PubChem.
